Compound activity from PubChem BioAssay.
Tn6 DDE FP: DD(E)-Tn6 binding inhibition, primary FP screen. AID 720509. Fibrin DD(E) TRITC-Tn6 fluorescence polarization displacement. inhibition, % at 8.3 µM. hit rate 0.21% among 370,000. P02675;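 active = inhibition above a per-campaign cutoff: mean of compounds within control limits plus 3 SD, cut at about 15% in these data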;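 also: 0% = median of all compound wells on the plate and 100% = blocking peptide control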
Target sequence (P02675 whole entry, looked up): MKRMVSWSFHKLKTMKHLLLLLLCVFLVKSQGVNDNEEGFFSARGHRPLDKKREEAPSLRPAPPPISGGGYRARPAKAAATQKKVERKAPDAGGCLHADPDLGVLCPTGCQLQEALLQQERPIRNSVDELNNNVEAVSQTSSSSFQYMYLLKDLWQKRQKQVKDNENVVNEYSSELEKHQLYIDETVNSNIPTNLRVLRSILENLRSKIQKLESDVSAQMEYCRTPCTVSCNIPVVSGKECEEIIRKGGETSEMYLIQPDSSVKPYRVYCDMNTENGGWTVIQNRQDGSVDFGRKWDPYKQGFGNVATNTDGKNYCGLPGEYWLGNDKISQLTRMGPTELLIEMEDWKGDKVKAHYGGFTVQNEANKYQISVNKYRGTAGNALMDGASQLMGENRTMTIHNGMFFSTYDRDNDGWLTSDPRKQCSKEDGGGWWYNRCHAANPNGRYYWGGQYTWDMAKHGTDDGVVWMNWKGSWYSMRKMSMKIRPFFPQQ
ASAP1 inh: ASAP1 ArfGAP inhibition | Q9ULH1 | ASAP1-stimulated ARF1 GTP hydrolysis, GDP FP detection | inhibition, % at 16.5 µM | hit rate 0.19% among 360,000 | AID 624377; in the data active = inhibition above about 25%;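 also: 0% = vehicle with enzyme and substrate and 100% = no enzyme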
proKLK7 act: proKLK7 (human) activation, primary screen; P49862; purified proKLK7, EDANS-DABCYL substrate fluorescence; 100% is mature enzyme control, 0% vehicle; activation, % at 7 µM; hit rate 0.9% among 370,000;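 active = activation above the mean of all tested compounds plus 3 SD, computed per campaign excluding outliers beyond control limits, cut at about 13% in these data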
GC-B act: GC-B (human) receptor activation | AID 1920062 | P20594 | hit rate 0.11% among 370,000 | activation, % at 10 µM | HEK293-GC-B cells, CNP EC30, cGMP TR-FRET; 0% at EC30 CNP, 100% saturating CNP;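 active = activation at 10 µM reaching about 35% in either raw or pattern-adjusted values, limit read from the data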
GC-A act: GC-A (human) enzyme activation; HEK293 GC-A cells, cGMP TR-FRET, EC30 ANP; 0% at EC30 ANP, 100% saturating ANP; activation, % at 10 µM; hit rate 0.14% among 370,000; AID 1671463; in the data active = activation above about 40%
GAA850 FXN act: increases GAA850 frataxin promoter reporter activity. HEK293 lucGAA850 FXN promoter luciferase reporter, 24 h; percent of 10 µM SAHA response. activation, % at 6 µM. hit rate 0.56% among 360,000. AID 540364;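 active = activation above the average of all compounds screened plus 3 SD, cutoff fixed separately per campaign, cut at about 7.5% in these data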;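 also: 0% = DMSO wells and 100% = 10 µM SAHA wells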
rCAG binder: r(CAG) repeat RNA binding. inhibition, % at 3 µM. AID 651821. TO-PRO-1 dye displacement fluorescence. hit rate 1.3% among 370,000;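 active = inhibition above the plate cutoff, the mean of all test compounds on that plate plus 3 SD, cut at about 35% in these data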;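 also: 0% = DMSO alone and 100% = 100 µM mitoxantrone as full dye displacement; higher means more dye released from RNA so lower well fluorescence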
sPLA2-III inh: Inhibits HGIII-sPLA2 liposome hydrolysis, primary screen; Q9NZ20; QFRET BODIPY PC-A2 liposome hydrolysis, fluorescence; inhibition, % at 12.2 µM; hit rate 0.56% among 370,000; AID 743126;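 active = inhibition above mean plus 3 SD of compounds lying within the high and low control bounds, cut at about 19% in these data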;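 also: 0% = median of test compound wells and 100% = no enzyme DMSO wells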
ADAM10 inh: inhibits human ADAM10; hit rate 0.62% among 370,000; AID 720582; O14672; recombinant ADAM10, EDANS/DABCYL FRET peptide cleavage, 3 h; inhibition, % at 7 µM;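 active = inhibition above a per-campaign cutoff equal to the mean of compounds falling between control-based bounds plus 3 SD, cut at about 20% in these data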;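 also: 0% = DMSO wells while the 100% control is not disclosed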
Target sequence (O14672 214-748 limits assumed): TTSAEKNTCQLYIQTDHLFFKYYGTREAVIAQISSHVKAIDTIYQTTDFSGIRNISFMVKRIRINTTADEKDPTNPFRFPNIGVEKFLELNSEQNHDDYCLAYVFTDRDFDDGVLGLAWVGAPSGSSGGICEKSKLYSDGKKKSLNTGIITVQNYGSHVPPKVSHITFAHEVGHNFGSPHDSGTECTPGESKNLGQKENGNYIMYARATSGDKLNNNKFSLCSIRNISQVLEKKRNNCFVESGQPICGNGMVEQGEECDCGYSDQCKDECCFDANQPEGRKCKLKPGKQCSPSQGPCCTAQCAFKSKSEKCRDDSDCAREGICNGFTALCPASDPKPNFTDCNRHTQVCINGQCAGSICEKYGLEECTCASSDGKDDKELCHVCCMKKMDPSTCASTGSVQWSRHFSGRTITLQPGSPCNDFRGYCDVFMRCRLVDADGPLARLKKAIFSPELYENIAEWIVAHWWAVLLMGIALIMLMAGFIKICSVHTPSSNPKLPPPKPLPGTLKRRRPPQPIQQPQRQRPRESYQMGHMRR
ARFGAP1 inhibitor: rat ARFGAP1 inhibition. Q62848. hit rate 0.26% among 360,000. inhibition, % at 16.5 µM. Arfgap1-stimulated ARF1 GTP hydrolysis, GDP FP detection;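 active = inhibition above a per-plate limit, mean inhibition of low control wells plus 3 SD, cut at about 25% in these data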;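 also: 0% = DMSO wells with enzyme and 100% = wells lacking Arfgap1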
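Material: rat Arfgap1 catalytic domain, aa 1-136; also added: human ARF1(Δ1-17)-GTP substrate; compound dosing: one concentration, 16.5 µM, DMSO 1.26%; incubation: GTP hydrolysis reaction 2 h at 25 °C; measured by: Tracer-displacement fluorescence polarization with EDTA stop, 620/688 nm; evaluation: % inhibition from polarization; repeats: one replicate per compound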
* marks the source's active call; other numbers are inactive results; x = no result given. This is a random part of the collection, and some 4.5% of all compounds hit somewhere here.

SMILES	Tn6 DDE FP	ASAP1 inh	proKLK7 act	GC-B act	GC-A act	GAA850 FXN act	rCAG binder	sPLA2-III inh	ADAM10 inh	ARFGAP1 inhibitor
Cc1cc(Nc2ccccc2Br)n2nc(C)nc2n1	-7	8	0.3	4	3	0.2	3	8	-11	-2
Cc1cccc(N2C(=S)NC3c4cc(Cl)ccc4OC2(C)C3C(=O)N(C)C)c1 (stereo not drawn)	-1	10	1.2	-1	-6	0.0	-4	10	2	7
O=C(CN1CCCCCC1)Nc1ccccc1F	3	-3	0.3	1	1	1.9	-3	-7	-6	-6
CCc1nnc(NC(=O)CN2CCN(Cc3ccc(C)cc3)CC2)s1	1	10	0.2	3	-1	2.0	-8	-2	1	7
CC(C)C1/C(=N/O)CC(c2ccccc2)NC1c1ccccc1 (stereo not drawn)	2	-9	-0.4	-5	-6	-0.4	-8	-1	-5	1
O=C(NC1CCN(Cc2ccccc2)CC1)c1cccc(NS(=O)(=O)c2ccc(Br)cc2)c1	1	2	-0.5	-2	-2	1.4	17	-41	2	6
COc1ccc(CCNC(=O)CNC(=O)c2ccc(Br)o2)cc1OC	3	-7	0.2	0	-1	1.4	-3	6	-6	-7
CC(c1ccon1)N(C)Cc1c(C(=O)N(C)Cc2ccccc2)nc2ccccn12 (stereo not drawn)	-5	4	0.1	-8	-3	0.2	-8	-1	12	-15
COC(=O)c1ccc(S(=O)(=O)N2Cc3ccccc3C2)cc1	-3	0	0.5	2	1	0.8	-3	7	-4	9
CCOC(=O)c1c(C)oc2cc(Cl)c(O)c(CN(C)C)c12	-7	9	0.8	7	-1	-0.4	-6	-4	-5	-4
COc1cc2c(c(OC)c1OC)C1(CCCCC1)CC2NS(=O)(=O)C(C)C (stereo not drawn)	-12	12	-0.6	-26	-18	x	4	6	-8	2
CCc1nc(SCC(=O)N2CCc3cc(OC)c(OC)cc3C2)c(C#N)cc1C	-6	3	13*	-10	-9	-2.6	-1	-3	-44	8
C=CCn1c(=NC(=O)c2ccccc2[N+](=O)[O-])sc2cc(S(C)(=O)=O)ccc21	-1	-5	-0.3	5	5	3.0	5	-11	9	-2
O=C(N/N=C/C=C\c1ccc([N+](=O)[O-])cc1)c1cccnc1	7	9	0.4	-5	-5	-0.4	2	4	4	9
Cc1csc(NC(=O)CSc2nnc(NC(=O)C3CC(=O)N(c4ccccc4)C3)s2)n1 (stereo not drawn)	-1	2	-0.4	3	-3	-0.4	18	-19	-2	-13
O=C(c1cccc2ccccc12)N1CCN(c2ccc([N+](=O)[O-])c(N3CCOCC3)c2)CC1	1	13	0.6	-1	-3	-0.3	-3	-4	-3	9
Cc1c(NC(=O)CSc2ccc3c(c2)OCCO3)c(=O)n(-c2ccccc2)n1C	7	4	0.0	-4	2	-0.2	-3	5	-8	-1
Cc1ccc(C(=O)c2coc3ccc(O)cc23)cc1	9	4	0.0	-1	-1	4.1	0	-29	2	7
Cc1c(CCC(=O)N2CCC(C(=O)O)CC2)c(=O)oc2cc3oc4c(c3cc12)CCCC4	2	-11	-3.7	-8	-2	-9.5	6	-4	-86	-4
CCCn1c(N)cc(=O)n(C)c1=O	6	-5	-0.4	-5	3	0.2	-3	8	-5	2
CCN(CC(=O)Nc1cccc(F)c1)CC(=O)Nc1ccccc1OC	-6	7	0.5	1	-8	-0.7	-3	-11	15	-3
Cc1cc(C)nc(NC(C)(C)C(=O)O)n1	-3	1	0.2	1	1	0.7	0	-1	0	1
COc1ccc(-c2cc(C(=O)NC(Cc3cc4ccccc4[nH]3)C(=O)O)c(C)o2)cc1OC (stereo not drawn)	-4	-7	-0.9	2	1	3.8	49*	-72	-3	14
COc1cc(N2CN=c3s/c(=C\c4ccccn4)c(=O)n3C2)cc(OC)c1OC	5	-2	0.2	-12	-3	1.4	-4	-3	-1	-8
Cc1cc(Oc2ccc(C(C)(C)C)cc2)nc(N2CCOCC2)n1	3	-7	0.7	1	-4	1.9	-4	0	-6	-5
COc1ccc(-c2nn(-c3ccccc3)cc2C(=O)N/N=C/c2ccc([N+](=O)[O-])o2)cc1	7	-1	0.0	-4	3	2.4	2	-1	3	-1
CC1CCCC(C)N1C(=O)CSc1nnc(COc2cccc3cccnc23)o1 (stereo not drawn)	-2	-8	0.8	0	-3	-1.8	-3	-2	-11	1
Cc1c(C(=O)OCC(=O)N(C)Cc2ccc(Cl)cc2)oc2ccccc12	1	-8	0.5	-5	-1	2.2	-1	-14	15	-11
CNC(=S)n1cnc(N)n1	-2	-2	0.1	8	0	-1.6	2	-1	-1	-11
CCOC(=O)C1=C(N)Oc2cc(O)ccc2C1c1ccc([N+](=O)[O-])cc1 (stereo not drawn)	-5	-3	0.1	-3	28	0.5	8	-11	7	6
O=C(COc1ccc(Cl)cc1)NCCCNC(=O)c1ccncc1	0	5	0.3	0	-1	0.4	2	1	9	8
Cc1nn(C)cc1NC(=O)c1cc2nc(-c3ccco3)cc(C(F)(F)F)n2n1	-9	2	0.4	8	-2	-2.0	-6	0	-14	2
CC(=O)NCC(=O)NC1CCCc2c1cnn2-c1ccccc1F (stereo not drawn)	11	-17	0.1	6	2	1.9	0	1	0	7
CN1C=CC=C/C1=C1\SC(=S)N(C2CCCCC2)C1=O	2	4	0.3	-1	2	1.4	-2	6	5	-2
Cc1ccc(C)c(C(O)c2ncc(-c3ccc(F)cc3)[nH]2)c1 (stereo not drawn)	3	4	-0.4	5	1	-0.1	1	-16	5	-3
COc1ccccc1C(O)c1ncc(-c2cccc3ccccc23)[nH]1 (stereo not drawn)	-3	10	-0.3	3	-5	-0.3	5	-9	-105	3
O=c1[nH]c2ccc(F)cc2[nH]c1=O	2	0	1.5	2	4	2.2	2	-1	-57	-9
Cc1ccc(NC(=O)CN(c2ccc(Cl)cc2)S(=O)(=O)c2cc([N+](=O)[O-])ccc2Cl)cc1	2	7	-0.4	-1	0	-2.0	5	1	11	1
CCOC(=O)C1CCN(C(=S)NC(=O)c2cccs2)CC1	-3	4	-0.2	-6	5	1.6	6	15	1	5
CN(c1ccc(C(=O)NCCSC(C)(C)C)cc1)S(C)(=O)=O	4	10	-0.2	4	1	8.1*	-6	4	8	-4
Nc1c(N(CCC2=CCCCC2)C(=O)c2ccccc2F)c(=O)[nH]c(=O)n1Cc1ccccc1	-7	0	-0.1	-1	-3	0.7	4	3	-11	4
O=C(Nc1ccc(F)cc1F)c1cc2ncc(Br)cn2n1	-2	-13	-0.1	-1	-3	x	2	10	1	3
Cc1ccc(OCCNC(=O)[C@H]2O[C@@H](n3cnc4c(N)ncnc43)[C@H](O)[C@@H]2O)cc1C	4	-2	0.1	1	-1	x	-1	6	-4	5
COc1ccc(C(=O)CC(=O)C(=O)Nc2ccc(C)cc2Cl)cc1	4	-7	-0.7	3	3	2.9	2	-2	-2	1
O=C1NC2(CCCCC2)C(=O)N1CC(=O)N(Cc1ccccc1)c1ccccc1	-4	5	0.7	1	-1	2.7	-8	1	0	-4
CCOCCCNC(=O)CCc1ccc(-n2cnc3cccnc32)cc1	-4	-22	-0.3	3	-5	0.9	-2	1	-3	-11
Cc1cc(C)cc(C(=O)Nc2ccncc2)c1	-3	-1	0.4	-11	-15	0.6	-2	-3	0	-6
CCCCCCC(NC(=O)c1ccc(C)cc1)C(=O)O (stereo not drawn)	-4	8	-0.4	8	3	1.5	6	11	-5	-1

Overlap with the part before: two entries, followed by the next part.
SMILES	Tn6 DDE FP	ASAP1 inh	proKLK7 act	GC-B act	GC-A act	GAA850 FXN act	rCAG binder	sPLA2-III inh	ADAM10 inh	ARFGAP1 inhibitor
Cc1cc(C)cc(C(=O)Nc2ccncc2)c1	-3	-1	0.4	-11	-15	0.6	-2	-3	0	-6
CCCCCCC(NC(=O)c1ccc(C)cc1)C(=O)O (stereo not drawn)	-4	8	-0.4	8	3	1.5	6	11	-5	-1
O=C1/C(=C/c2cccs2)COc2ccccc21	7	-2	-0.6	-3	3	5.9	2	5	-3	-8
Cc1cc2n(n1)C(c1ccc3c(c1)OCO3)Nc1c(C)cccc1-2 (stereo not drawn)	-3	3	1.4	-8	-14	3.5	4	-16	-183	3
COc1ccc(NC(=O)Cc2ccccc2F)cn1	6	0	0.1	10	-4	1.8	3	7	2	-2
Nc1ncncc1-c1ccc([N+](=O)[O-])cc1	2	-4	-0.5	x	x	0.3	-1	0	5	-11
COc1cc(/C=C/C(=O)OCC(=O)NCCCc2ccccc2)ccc1O	3	-9	-1.2	2	-5	-0.9	11	-17	-62	-4
Cc1ccc(C(=O)N2CCCc3ccccc32)c(Cl)c1	0	-15	-0.3	-6	-3	-0.6	2	-6	4	-8
COC(=O)c1ccc(NC(=O)CSc2nc(C)cc(=O)[nH]2)cc1	-8	9	0.2	-2	2	-2.5	4	0	-10	14
Oc1ccc(C=NNc2nc3ccccc3s2)c(O)c1	-12	-3	-4.5	-10	-13	-0.2	20	-32	-26	30*
CCOc1ccc(S(=O)(=O)n2c(C)nc3ccccc32)cc1	1	18	-0.5	2	2	-0.2	-2	7	8	-1
c1ccc2c(c1)OCC(CNc1ncnc3nc[nH]c13)O2 (stereo not drawn)	0	-3	-0.4	-3	3	-1.8	2	-1	-12	5
CSCCC(C(=O)Nc1c(C)cccc1C)N1CCN(c2ccc(C(F)(F)F)cn2)CC1 (stereo not drawn)	-2	7	0.6	4	-1	x	2	1	-3	-4
CN(CP(=O)(O)CCc1ccccc1)S(C)(=O)=O	0	11	-0.4	2	-1	0.3	2	8	4	4
Clc1ccc(-c2nc3ccccn3c2CN2CCOCC2)cc1	0	17	-0.7	10	3	3.3	-5	0	-11	3
COc1ccccc1/C=C(/CC(=O)NCc1ccc2c(c1)OCO2)c1nc2ccccc2s1	-10	2	-1.2	-1	-2	2.6	10	-5	-6	3
Nn1c(SCC(=O)NC(=O)Nc2ccc3c(c2)OCCO3)nnc1C1CC1	14	-7	0.0	-5	-1	1.4	0	0	2	-1
Cc1ccc(S(=O)(=O)N(C)C)cc1NC(=O)C(C)OC(=O)c1ccc2c(c1)OCCO2 (stereo not drawn)	-6	9	0.3	-4	3	0.8	-1	7	-5	15
O=C1C2CCCCC2C(=O)N1c1nccs1 (stereo not drawn)	0	-11	-0.1	10	1	0.3	1	-3	2	-5
CCc1c(C)nc2ncnn2c1Nc1ccc(C)cc1	-3	-13	-0.1	4	5	2.1	-6	12	0	4
Cc1n[nH]c(=S)n1/N=C/c1ccc(-c2ccccc2[N+](=O)[O-])o1	-4	-2	-0.2	-9	-1	3.2	4	8	3	4

Reformatted: results already given
Structure | Tn6 DDE FP | ASAP1 inh | proKLK7 act | GC-B act | GC-A act | GAA850 FXN act | rCAG binder | sPLA2-III inh | ADAM10 inh | ARFGAP1 inhibitor
COc1ccccc1/C=C(/CC(=O)NCc1ccc2c(c1)OCO2)c1nc2ccccc2s1 | -10 | 2 | -1.2 | -1 | -2 | 2.6 | 10 | -5 | -6 | 3
Clc1ccc(-c2nc3ccccn3c2CN2CCOCC2)cc1 | 0 | 17 | -0.7 | 10 | 3 | 3.3 | -5 | 0 | -11 | 3
